Bioassay records from PubChem.
PLK1 PBD inh: PLK1 (human) polo-box domain binding inhibition. Plk1 PBD binding of FITC phosphopeptide, fluorescence polarization. 360,000 compounds, 2.8% hits. Potency, µM, for inactives: max response, negative = inhibition, actives largely listed as inhibitors. AID 720504. P53350; further: potency means the concentration at half of the fitted maximal effect; series mostly up to about 57 µM; on the % scale 0 is the no-effect control and ±100 the full control effect; nearly all actives have a fitted effect of over 65% in size
FUS suppressor: rescues growth of FUS-expressing yeast; S. cerevisiae FUS-expressing, growth rescue, OD600, 24 h; Potency, µM (titrated, usually from 76.6 µM), for the others: at the top dose growth rescue (activation), most hits filed as activators; 390,000 compounds, 0.24% hits;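 further: potency means the concentration at half of the fitted maximal effect; plate controls were DMSO vehicle for no effect and reference control for full effect; nearly all actives have a fitted effect of over 55% in size; some results filed as inactive show a strong effect at the top dose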
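Quantitative HTS measuring growth restoration of FUS-toxic yeast. Galactose-induced cells (OD 0.005) were exposed 24hr at 30C to compounds at several concentrations, then absorbance at 600 nm was recorded.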
WRN helicase inh: inhibitors of human WRN helicase | AID 651768 | Q14191 | WRN helicase unwinding, fluorescent forked duplex, kinetic | 360,000 compounds, 0.46% hits | Potency, µM (series often up to 114 µM), for the others: at the highest dose activity change, negative = inhibition, actives largely listed as inhibitors; further: potency means the concentration at half of the fitted maximal effect; on the % scale 0 is the no-effect control and ±100 the full control effect; nearly all actives have a fitted effect of over 55% in size
Target sequence (Q14191 whole entry, looked up): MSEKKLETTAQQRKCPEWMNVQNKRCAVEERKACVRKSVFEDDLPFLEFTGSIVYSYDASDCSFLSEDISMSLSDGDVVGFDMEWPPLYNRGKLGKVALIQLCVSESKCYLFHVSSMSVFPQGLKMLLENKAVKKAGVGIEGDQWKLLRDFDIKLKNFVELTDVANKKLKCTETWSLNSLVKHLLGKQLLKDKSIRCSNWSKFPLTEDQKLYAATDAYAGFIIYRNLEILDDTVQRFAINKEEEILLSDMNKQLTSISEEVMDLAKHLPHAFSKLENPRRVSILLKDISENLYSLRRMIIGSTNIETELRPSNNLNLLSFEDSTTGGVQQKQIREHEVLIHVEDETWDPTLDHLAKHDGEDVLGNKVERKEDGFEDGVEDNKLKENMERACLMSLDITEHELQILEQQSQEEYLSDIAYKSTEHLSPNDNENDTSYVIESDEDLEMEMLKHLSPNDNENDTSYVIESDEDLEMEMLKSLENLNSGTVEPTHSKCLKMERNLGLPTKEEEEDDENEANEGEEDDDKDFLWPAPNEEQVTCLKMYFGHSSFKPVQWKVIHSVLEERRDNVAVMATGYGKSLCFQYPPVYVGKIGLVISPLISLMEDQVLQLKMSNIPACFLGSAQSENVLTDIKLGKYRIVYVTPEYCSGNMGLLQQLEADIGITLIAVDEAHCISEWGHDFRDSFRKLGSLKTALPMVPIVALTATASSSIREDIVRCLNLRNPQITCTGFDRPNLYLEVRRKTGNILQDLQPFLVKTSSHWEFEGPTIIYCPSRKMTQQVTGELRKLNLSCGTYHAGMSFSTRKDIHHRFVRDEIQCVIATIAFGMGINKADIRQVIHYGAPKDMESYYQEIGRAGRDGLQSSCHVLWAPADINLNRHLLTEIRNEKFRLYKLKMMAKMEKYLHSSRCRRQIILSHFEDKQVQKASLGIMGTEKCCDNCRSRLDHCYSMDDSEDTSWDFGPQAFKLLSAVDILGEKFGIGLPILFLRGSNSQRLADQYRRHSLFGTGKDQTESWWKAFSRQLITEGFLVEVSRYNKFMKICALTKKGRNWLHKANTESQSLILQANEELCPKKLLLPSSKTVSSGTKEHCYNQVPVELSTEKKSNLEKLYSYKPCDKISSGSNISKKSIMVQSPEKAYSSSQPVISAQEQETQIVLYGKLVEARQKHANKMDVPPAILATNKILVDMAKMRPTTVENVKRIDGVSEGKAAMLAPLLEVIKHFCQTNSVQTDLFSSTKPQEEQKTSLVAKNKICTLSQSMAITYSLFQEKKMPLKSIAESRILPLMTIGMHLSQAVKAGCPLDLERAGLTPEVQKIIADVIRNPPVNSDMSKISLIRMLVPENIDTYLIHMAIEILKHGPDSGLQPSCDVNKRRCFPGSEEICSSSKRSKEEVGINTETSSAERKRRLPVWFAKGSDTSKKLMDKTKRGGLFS
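Primary qHTS, 1536-well format. 20 nM WRN + compound, 15 min RT; start with 100 nM forked fluorophore/quencher duplex, 2 mM ATP (final); kinetic read ex 525/em 598 nm.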
IL2 activator: activates IL-2 in a cell-based reporter assay; IL-2 activation reporter assay, cell-based qHTS; stimulated with anti-CD3/CD4/CD28 beads; in transgenic mouse T cells; activation, % (series mostly up to about 46 µM); 360,000 compounds, 0.065% hits; AID 652025; in the data active means activation above about 50%; inconclusive means mostly about 30% to 49%; further: 0% is about no effect
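Using fluorescent plate cytometry, EGFP and DsRed are detected in transgenic mouse T cells stimulated 18 h at 37 degrees C with antibody-coated beads after 60 min compound pretreatment.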
EPAC1 antag: EPAC1 (human) antagonism | O95398 | EPAC1 GEF assay, Rap1b-BODIPY-GDP exchange fluorescence | Potency, µM (series often up to 115 µM), without a hit: at the highest dose activity change, negative = inhibition, hits mostly inhibitors | 360,000 compounds, 0.14% hits;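 further: potency means the concentration at half of the fitted maximal effect; plate controls were vehicle for no effect and positive control for full effect; nearly all actives have a fitted effect of over 50% in size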
aSyn rescue: inhibitors of alpha-synuclein toxicity in yeast; Yeast expressing alpha-synuclein, growth rescue, BacTiter-Glo, 24 h; Potency, µM (titrated, usually from 46.1 µM), inactives show at the highest dose growth rescue (activation), actives largely listed as activators; 370,000 compounds, 0.14% hits; AID 652106; further: potency means the concentration at half of the fitted maximal effect; % of control where 0% means no effect; nearly all actives have a fitted effect of over 65% in size
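Rescue of yeast growth: cells expressing toxic alpha-synuclein, induced in galactose at OD600 0.02, incubated with compound 24 h at 30 C. ATP luminescence quantified growth; inhibitors of toxicity appear as activators.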
EPAC1 agonist: agonists of human EPAC1 | 360,000 compounds, 0.073% hits | EPAC1 agonist qHTS, biochemical assay; response scale: 100% = response to 6.5 mM cAMP | O95398 | Potency, µM (titrated, usually from 154 µM), inactives show at the top dose activation, usual class: activators | AID 720707; further: potency means the concentration at half of the fitted maximal effect; nearly all actives have a fitted effect of over 60% in size
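Normalized to 6.5 mM cAMP, activity reflects EPAC1-catalysed release of BODIPY-GDP from Rap1B, followed kinetically over 30 min at 480 nm excitation, 540 nm emission. Reaction contained 100 nM EPAC1, 250 nM Rap1B-BODIPY-GDP, 50 uM GDP.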
PI5P4Ka inh: PI5P4K alpha (human) kinase inhibition; AID 652105; PI5P4Kalpha enzyme, ADP-Glo luminescence, 60 min; stronger effect = lower value; max response, %; P48426; 330,000 compounds, 1.2% hits; active means max response of -50% or lower; inconclusive means between -30% and -50%; inactive means -30% or higher; further: value at the top dose of about 77 µM; on the % scale 0 is the no-effect control and ±100 the full control effect
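Controls without substrate or without enzyme flank wells where PI5P4Kalpha converts substrate using 5 microM ATP (final). Incubation lasts 60 minutes at room temperature; ADP formed is read by ADP-Glo luminescence.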
Abeta rescue: restores growth of yeast expressing A-beta42 peptide. yeast expressing A-beta42, growth rescue, OD600, 48 h; response scale: 0% DMSO, 100% iron-clioquinol control. Potency, µM (doses to about 46.1 µM), without a hit: at the top dose growth rescue, most hits filed as activators. 410,000 compounds, 0.063% hits. AID 1347071; further: potency means the concentration at half of the fitted maximal effect; nearly all actives have a fitted effect of over 55% in size
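Yeast growth medium received pinned compounds, then yeast cells expressing toxic A-beta were added; plates incubated at 30 C for 48 hr. Growth read as absorbance at 600 nm, normalized to DMSO and equimolar FeCl3 plus clioquinol controls.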
Starred values were filed as active, the others as inactive; ? = inconclusive; nt = no result given; [ ] = remark or other dose. Unless noted, the call rests on the fitted dose curve; in most records, active means well fitted curve in the direction sought with a large enough effect; inconclusive means small, poorly fitted or top-dose-only effect, or another doubt; inactive means no such curve, though single readings can be large; an effect the other way counts as inactive or inconclusive. Outcome played no part in choosing rows; about 4.1% have a hit in one of these screens.

entry	smiles	PLK1 PBD inh	FUS suppressor	WRN helicase inh	IL2 activator	EPAC1 antag
1	CCc1ccc(OCc2nc(-c3ccccn3)no2)c(Br)c1	-8%	27%	-13%	0.3	0%
2	CCn1c(SCC(=O)Nc2nc3ccc(C)cc3s2)nc2c(c1=O)SC(C)C2 (stereo not given)	?	13%	-7%	-1.4	-4%
3	COC(=O)[C@H](C)NC(=O)Nc1cc(Cl)ccc1C	-4%	-12%	4%	-0.2	-6%
4	CCOc1ccc(C(=O)NCC(=O)NCCOc2ccc(C)cc2)cc1	-6%	1%	4%	-2.5	-2%
5	CCC1CCCCN1Cc1ccc(OC)c(OC)c1 (stereo not given)	-6%	9%	0%	2.4	-2%
6	Cc1ccnc(NC(=O)C2CCN(S(=O)(=O)c3ccc4ccccc4c3)CC2)c1	-2%	-5%	6%	-3.0	-8%
7	Cc1ccc2cccc(NC(=O)c3ccc(Br)o3)c2n1	-11%	21%	-12%	-1.4	-12%
8	COc1ccc(CN2[C@@H](CC(=O)O)c3ccccc3S2(=O)=O)cc1	-3%	-22%	13%	0.3	13%
9	CC(=O)Nc1ccc2oc(-c3ccccc3Br)nc2c1	4%	27%	-18%[57.1 µM]	-0.5	22%
10	Cc1cc(C)nc(SCC(=O)c2ccc([N+](=O)[O-])cc2)n1	21µM*	15%	8%	1.1	1%
11	CC(C)(C)NC(=O)CCN(/N=C/c1ccccc1F)C1=NS(=O)(=O)c2ccccc21	0%	-4%	1%	-0.3	-11%
12	Fc1ccc(CNc2nc3ccccc3n3nnnc23)cc1	-9%	5%	-3%	0.3	-4%

entry	aSyn rescue	EPAC1 agonist	PI5P4Ka inh	Abeta rescue
1	23%	?	nt	11%
2	-27%	-1%	1	6%
3	-1%	7%	nt	0%
4	2%	5%	-1	18%
5	6%	9%	nt	5%
6	4%	0%	-3	5%
7	-2%	9%	17	2%
8	-6%	4%	-1	-16%
9	-15%	-6%	-11	-7%
10	-3%	1%	-1	-9%
11	2%	-2%	3	1%
12	4%	-5%	2	1%

Structures shown so far that contain sulfur, in the order listed:
entry	smiles	PLK1 PBD inh	FUS suppressor	WRN helicase inh	IL2 activator	EPAC1 antag
2	CCn1c(SCC(=O)Nc2nc3ccc(C)cc3s2)nc2c(c1=O)SC(C)C2 (stereo not given)	?	13%	-7%	-1.4	-4%
6	Cc1ccnc(NC(=O)C2CCN(S(=O)(=O)c3ccc4ccccc4c3)CC2)c1	-2%	-5%	6%	-3.0	-8%
8	COc1ccc(CN2[C@@H](CC(=O)O)c3ccccc3S2(=O)=O)cc1	-3%	-22%	13%	0.3	13%
10	Cc1cc(C)nc(SCC(=O)c2ccc([N+](=O)[O-])cc2)n1	21µM*	15%	8%	1.1	1%
11	CC(C)(C)NC(=O)CCN(/N=C/c1ccccc1F)C1=NS(=O)(=O)c2ccccc21	0%	-4%	1%	-0.3	-11%

entry	aSyn rescue	EPAC1 agonist	PI5P4Ka inh	Abeta rescue
2	-27%	-1%	1	6%
6	4%	0%	-3	5%
8	-6%	4%	-1	-16%
10	-3%	1%	-1	-9%
11	2%	-2%	3	1%

More results:
entry	smiles	PLK1 PBD inh	FUS suppressor	WRN helicase inh	IL2 activator	EPAC1 antag
13	NC(=S)N=Nc1c(O)n(C2OC(=O)c3ccccc32)c2ccccc12 (stereo not given)	-2%	nt	1%	-5.6	7%
14	Cc1sc(NC(=O)c2ccccc2F)c(CN2CCCCC2C)c1C (stereo not given)	-2%	nt	-5%	-1.3	-9%
15	Cc1noc(C)c1S(=O)(=O)N1CCN(C(c2ccccc2)c2ccc(Cl)cc2)CC1 (stereo not given)	4%	10%	1%	-2.5	2%
16	COc1ccc2nc(SCC(=O)Nc3nccs3)[nH]c2c1	1%	-28%	4%	-1.3	3%
17	O=C(O)CSC1c2ccccc2C(=O)N1Cc1ccccc1 (stereo not given)	-11%	-5%	2%	0.5	12%
18	C/C(=N\NS(=O)(=O)c1ccc([N+](=O)[O-])cc1)c1ccc2c(c1)OCO2	-19%	12%	-1%	-1.6	15%
19	C/C(CC(=O)N(C(C)C)C(C)C)=N\NC(=O)COc1ccc(Cl)cc1Cl	4%	-32%	-5%	0.6	17%
20	COCC(C)n1c(SCC(=O)NC(=O)NCc2ccccc2)nc2ccccc2c1=O (stereo not given)	2%	1%	-4%	-0.5	-4%
21	COc1ccc(S(=O)(=O)NC2CC3CCC2C3)cc1Cl (stereo not given)	-2%	15%	-17%	-2.0	-13%
22	COc1cccc(CNC(=O)C2(C)Oc3ccccc3NC2=O)c1 (stereo not given)	-8%	-5%	8%	-2.9	6%
23	NC(=O)C(Cc1ccccc1)NC(=O)C12CC3CC(CC(C3)C1)C2 (stereo not given)	-5%	0%	-8%	0.9	-3%
24	O=S(=O)(Nc1ccc(S(=O)(=O)N2CCCC2)cc1)c1ccccc1Br	0%	nt	3%	-1.8	4%

entry	aSyn rescue	EPAC1 agonist	PI5P4Ka inh	Abeta rescue
13	3%	-3%	2	-1%
14	-4%	-6%	7	0%
15	0%	9%	-6	-10%
16	1%	10%	-1	1%
17	-4%	4%	-7	-7%
18	0%	0%	0	16%
19	-2%	-3%	4	-2%
20	-7%	3%	6	8%
21	3%	11%	nt	-53%[inhibitor]
22	-11%	-1%	-6	-5%
23	-4%	1%	19	30%
24	0%	2%	5	18%

Pulled by compound from the list above (three):
entry	smiles	PLK1 PBD inh	FUS suppressor	WRN helicase inh	IL2 activator	EPAC1 antag
23	NC(=O)C(Cc1ccccc1)NC(=O)C12CC3CC(CC(C3)C1)C2 (stereo not given)	-5%	0%	-8%	0.9	-3%
21	COc1ccc(S(=O)(=O)NC2CC3CCC2C3)cc1Cl (stereo not given)	-2%	15%	-17%	-2.0	-13%
13	NC(=S)N=Nc1c(O)n(C2OC(=O)c3ccccc32)c2ccccc12 (stereo not given)	-2%	nt	1%	-5.6	7%

entry	aSyn rescue	EPAC1 agonist	PI5P4Ka inh	Abeta rescue
23	-4%	1%	19	30%
21	3%	11%	nt	-53%[inhibitor]
13	3%	-3%	2	-1%

New compounds follow:
entry	smiles	PLK1 PBD inh	FUS suppressor	WRN helicase inh	IL2 activator	EPAC1 antag
25	N=c1c(C(=O)NCc2ccc(F)cc2)cc2c(=O)n3ccccc3nc2n1Cc1ccco1	-5%	nt	-22%	-1.9	9%
26	CC(C)c1c(C(=O)N/N=C/c2ccc(C(F)(F)F)cc2)nnn1-c1nonc1N	?	7%	-12%	-1.9	-28%
27	CCc1c(Nc2ccccc2Cl)nc(N)[nH]c1=O	0%	29%	-3%	-0.6	0%
28	C[C@@H]1C=C(C(=O)N2CCN(Cc3ccccc3)CC2)O[C@H](OCc2ccc(CO)cc2)C1	0%	-32%	-3%	-0.2	-12%
29	CCOc1ccc(-c2nc3c(s2)CCc2onc(-c4ccc(OC)cc4)c2-3)cc1	-7%	-12%	-1%	6.4	10%
30	NC(=O)c1ccsc1NC(=O)C1CCCCC1	1%	-26%	-3%	4.7	-24%
31	Cc1nn(C)c(N)c1[N+](=O)[O-]	2%	11%	-6%	-0.3	-2%
32	CC1(c2ccccc2)NC(=O)N(CC(=O)NCc2ccc3c(c2)OCO3)C1=O (stereo not given)	2%	11%	-1%	0.4	-1%
33	CC(/C=N/NC(=O)c1ccc(Cn2cc([N+](=O)[O-])cn2)o1)=C\c1ccccc1	1%	4%	-8%	-3.0	-25%
34	C[C@H](CO)N1C[C@H](C)[C@@H](CN(C)S(=O)(=O)c2ccccc2)Oc2c(NC(=O)Cc3ccccc3)cccc2C1=O	-2%	16%	-4%	0.5	3%
35	Cc1cccc(OCC(=O)O/N=C(\N)c2ccccn2)c1C	-2%	13%	8%[57.1 µM]	0.7	0%
36	Cc1cccc(OCCCC(=O)Nc2ccc(S(=O)(=O)Nc3ncccn3)cc2)c1C	-6%	35%	2%	-0.4	-8%

entry	aSyn rescue	EPAC1 agonist	PI5P4Ka inh	Abeta rescue
25	4%	15%	-17	10%
26	-4%	-1%	2	0%
27	-3%	-6%	-17	-6%
28	-15%	-5%	1	-2%
29	-7%	1%	3	3%
30	-36%[inhibitor]	1%	-2	-21%
31	6%	-6%	-2	-3%
32	5%	-3%	0	-1%
33	0%	0%	-6	-1%
34	1%	-23%	-7	-8%
35	8%	0%	7	-13%
36	-3%	1%	-19	18%

More entries follow.
entry	smiles	PLK1 PBD inh	FUS suppressor	WRN helicase inh	IL2 activator	EPAC1 antag
37	Cc1cc(Cl)ccc1OCCCC(=O)N1CCN(S(=O)(=O)c2ccccc2)CC1	-4%	38%	-3%	-1.0	-15%
38	O=S(=O)(NCCc1nnc2ccc(SCc3cccnc3)nn12)c1ccccc1	-5%	-3%	2%	-0.6	-20%
39	Cc1cccnc1C(NC(=O)C1CCN(Cc2ccc(Cl)cc2)CC1)c1ccc(F)cc1 (stereo not given)	5%	-6%	7%	-0.7	4%
40	Oc1ccc(CN2CCCCC2)c2cccnc12	-12%	23%	-5%	-3.4	5%
41	O=C(CNC(=O)c1cc2ccccc2o1)NCc1cccs1	-28%	-7%	6%	-0.2	-17%
42	O=[N+]([O-])c1ccc(NC2CCCCC2)nc1	0%	-1%	2%	0.2	-3%
43	CCSc1nc(N2CCOCC2)c2c(c1C#N)CC(C)(C)N(C)C2	-4%	-14%	-22%	0.2	-11%
44	O=C(c1cc([N+](=O)[O-])ccc1Cl)N1CCN(Cc2ccc3c(c2)OCO3)CC1	-12%	7%	0%	2.6	?
45	CN(Cc1cccnc1)C(=O)c1ccc(Cl)c(NS(=O)(=O)c2ccc(F)cc2)c1	-8%	9%	-6%	0.9	6%

entry	aSyn rescue	EPAC1 agonist	PI5P4Ka inh	Abeta rescue
37	18%	?	8	3%
38	-10%	-13%	5	-13%
39	4%	-4%	0	24%
40	-1%	-1%	nt	-41%[inhibitor]
41	1%	5%	-17	9%
42	4%	1%	-7	1%
43	-1%	5%	-5	15%
44	0%	1%	0	1%
45	-1%	5%	-7	-10%
